Compound activity: PubChem BioAssay, Broad Institute
miR122 inh: blocks miR-122 activity in Huh7 sensor cells; Huh7 miR-122 Renilla luciferase sensor, 48 h; neutral wells = 0, positive control = 100; activation (reporter increase), % at 12.5 µM; hit rate 0.3% among 340,000; AID 602342;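 active = mean replicate activation score at least 90 and every replicate individually at or above 90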;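 note: higher luciferase means less miR-122 activity so hits act as miR-122 inhibitors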
INS-1E GSIS act: primary screen for activators of insulin secretion dependent on glucose, INS-1E cells, GLuc reporter luminescence. hit rate 0.61% among 370,000. INS-1E GLuc reporter insulin secretion, 2-3 h. AID 743287. activation, % at 16.6 µM;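 active = lowest replicate activation of at least 40%, so every replicate reaches that level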;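 note: 0% = median of neutral control wells and 100% = median of IBMX positive control wells; some compounds called inactive have numbers as strong as hits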
F508del corr: CFTR F508del correction in bronchial cells | CFBE cells, YFP halide quenching; stimulated with forskolin plus potentiator P3; % fluorescence drop versus neutral controls | AID 720511 | activity (quench increase), % at 7.58 µM | hit rate 0.36% among 350,000;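 active = mean added fluorescence quench of at least 8% versus neutral control, with both replicates also reaching 8%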;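 note: cells transiently co-express mutant CFTR-F508del with the halide-sensitive YFP; corrector assay measuring rescue of mutant channel to the surface after 24 h compound exposure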
EWS-Fli block: EWS/Fli transcriptional activity inhibition. A673 NR0B1-luciferase reporter, viability-normalised. inhibition, % at 12.6 µM. hit rate 0.67% among 350,000. AID 651661;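 active = mean inhibition of at least 50% after viability correction, with every replicate also passing that limit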;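 note: firefly luciferase signal divided by Alamar Blue viability fluorescence both relative to DMSO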
PAX8 inh HTS: PAX8 transcriptional activity inhibition; RMG-I TPO-luciferase reporter, SteadyGlo, 24 h; inhibition, % at 12.6 µM; hit rate 1.2% among 360,000; AID 652154;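 active = mean replicate inhibition at least 60% with every replicate also reaching 60%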;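 note: luciferase light reporting Pax8 driven TPO promoter activity; plate controls were median of neutral control wells for no effect and mitoxantrone controls for full effect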
FN deposit inh: fibronectin deposition inhibition; inhibition, % at 12.6 µM; AH1F fibroblasts, Alexa488-fibronectin deposition fluorescence, overnight; hit rate 0.086% among 350,000;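 active = mean inhibition across replicates of 30% or more, regardless of how many single replicates reach that level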;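 note: positive control wells lacked labelled fibronectin entirely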
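Material: AH1F fibroblasts assembling fluorescent fibronectin matrix; amount: 10000 AH1F cells/well; medium: DMEM, 2% serum; reagent: Alexa488-fibronectin, 24 nM final in well; dosing: single compound dose, delivered by pin transfer; incubation: 1 h adhesion, overnight exposure; detection: fluorescence after three HBSS washes, excitation 485 nm, emission 525 nm; measure: fibronectin deposition inhibition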
DENV2 CPE: inhibitors of DENV2 cytopathic effect; hit rate 1.7% among 350,000; DENV2-infected cells, cytopathic effect rescue, plate reader; AID 651640; CPE inhibition, % at 9.99 µM; in the data active = CPE inhibition above about 20%, passing the limit was not always enough; tested in BHK-21 cells;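 note: 0% = median of neutral control wells and 100% = median of positive control wells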
* = called active by the depositor; nt = no result given; [ ] = dose if it differs, or a comment.

Results follow in this order: miR122 inh, INS-1E GSIS act, F508del corr, EWS-Fli block, PAX8 inh HTS, FN deposit inh, DENV2 CPE
Cc1c(C(=O)N2CCN(S(=O)(=O)c3ccccc3F)CC2)oc2c(Cl)cccc12
 : -5, -1, 1.1, 4, 19, -1, 3
Cn1nnnc1SCC(=O)NNC(=O)c1ccc(Cl)cc1
 : nt, 7, -0.4, 0, 3, 14, -2
COc1ccccc1-c1cnc2c(c1)C(=O)N([C@@H](C)CO)C[C@@H](C)[C@H](CN(C)C)O2
 : -2[16.7 µM], 13, 2.2, 1, nt, 1, 1
C[C@H]1CN([C@@H](C)CO)C(=O)c2ccccc2-c2ccccc2CO[C@@H]1CN(C)S(=O)(=O)c1ccc(C#N)cc1
 : nt, -18, -1.0, 3, nt, -6, 2
Cc1ccc(S(=O)(=O)NCCC(=O)N2CCN(S(=O)(=O)c3ccccc3)CC2)cc1C
 : -2, -6, -4.1, 1, 16, 8, -1
O=C(CN1CCN(c2ccc(O)cc2)CC1)NC1CCCc2ccccc21 (centres undefined)
 : nt, 2, 1.4, -4, -21, 4, -2
COc1ccc(CNS(=O)(=O)c2csc(C(N)=O)c2)cc1OC
 : -1, 24, 1.6, nt, -8, 3, 1
COc1ccc(S(=O)(=O)N(C)C[C@@H]2Oc3ccc(NS(=O)(=O)c4cccs4)cc3CC(=O)N([C@@H](C)CO)C[C@H]2C)cc1
 : -2[16.7 µM], 12, 0.6, -4, nt, nt, 7
O=C(NC(=S)Nc1ccc(N2CCCCC2)cc1)c1ccco1
 : 3, 1, 1.9, -76, nt, nt, -6
CC(C)OCc1c(C(=O)Nc2nccs2)oc2ccccc12
 : -4, 0, 2.7, 9, 15, -1, 0
CC1Cc2ccccc2N1C(=O)CNc1cccc(S(=O)(=O)N2CCCC2)c1 (centres undefined)
 : -2, 10, -1.8, 19, -9, 11, -3
Cc1ccc(-c2nc3ccc(Cl)cn3c2CC(C)(C)C)cc1
 : 7, -24, -2.3, -13, -3, 7, -3
O=C(CCC1CCCN(C(=O)C2=CCCC2)C1)N1CCN(c2ccccn2)CC1 (centres undefined)
 : -1, 1, -2.8, 0, -12, -1, 1
CCCCCNS(=O)(=O)c1cc(C)ccc1OC
 : nt, 17, nt, nt, -2, -3, nt
C[C@H]1CN([C@@H](C)CO)C(=O)c2cc(NS(=O)(=O)c3ccccc3)ccc2O[C@H]1CN(C)Cc1ccc(Oc2ccccc2)cc1
 : 9[16.7 µM], -15, -1.3, 7, -22, nt, 35*
CO[C@@H]1CN(C)C(=O)c2ccc(NS(C)(=O)=O)cc2OC[C@H](C)N(C(=O)C2CCCCC2)C[C@@H]1C
 : nt, -5, 2.9, 3, -15, -19, -9
COc1ccc(S(=O)(=O)Nc2ccc3c(c2)CC(=O)N([C@H](C)CO)C[C@H](C)[C@H](CN(C)C(=O)Nc2cccc4ccccc24)O3)cc1
 : 3[16.7 µM], -9, -0.9, 4, -12, 1, -9
O=C(c1ccc2c(c1)OCO2)C1CCCN(C(=O)NCc2ccccc2)C1 (centres undefined)
 : nt, 1, nt, 0, 9, -25, 0
CCOC(=O)c1ccc(NC(=O)CSc2nc(C)nc3c2c(=O)n(C)c(=O)n3C)cc1
 : nt, 4, 0.7, 4, -1, 2, -4
Cc1ccc2[nH]c(-c3cccc(F)c3)cc(=O)c2c1
 : nt, nt, 3.7, 57*, 9, -7, nt
CC(C)NC(=O)N(C)C[C@@H]1Oc2ncc(-c3ccc(C(=O)N(C)C)cc3)cc2C(=O)N([C@@H](C)CO)C[C@@H]1C
 : 0[16.7 µM], 10, 2.6, -1, nt, 1, 6
CC(=O)N1C[C@@H]2[C@H](c3ccccc31)[C@@H](CO)N2C(=O)CC1CC1
 : 29[16.7 µM], 6, -1.3, -4, -6, nt, -2
Cc1c(NC(=O)c2cc(C(C)C)on2)c(=O)n(-c2ccccc2)n1C
 : -2, -4, 0.1, 6, nt, nt, -2
COC(=O)c1cc2c(N)c(C(=O)c3ccc(Cl)cc3)sc2nc1C(OC)OC
 : nt, -3, 0.0, 26, 10, 7, 3
Cc1ccc(C(=O)c2cc(C)sc2N)cc1
 : nt, 13, -4.6, 3, -1, 1, nt
Cc1ccccc1C(=O)N1CCC(C(=O)NC2CCCCC2)CC1
 : nt, 0, -0.8, 1, 10, -3, -9
C/C(=N\NS(=O)(=O)c1ccc(C)cc1)c1ccc(C)o1
 : 9, 4, -0.8, -11, 5, 1, 3
O=C1OCCC1=COCCCCOC=C1CCOC1=O
 : -2, -3, 0.2, -7, 18, -7, 1
NC1=NC(=O)C(c2ccccc2)C(=O)N1 (centres undefined)
 : -1, 14, -2.7, -12, nt, 5, -4
CC1=C(C(=O)O)N2C(=O)C(NC(=O)c3ccc(F)cc3)C2SC1 (centres undefined)
 : -12, -1, -1.2, -2, -2, -4, -1
COc1ccc2ccccc2c1CNCc1ccccn1
 : -3, nt, nt, nt, -18, -4, nt
Cn1c(C(=O)NCCCN2CCN(c3cccc(Cl)c3)CC2)cc2c(=O)n(C)c3ccccc3c21
 : -3, -5, -2.5, -1, 12, -6, -17
COc1ccc(CCNC(=O)CSc2nnc(NC(C)=O)s2)cc1OC
 : nt, 9, nt, -34, -10, 0, nt
CN1c2ccc(Cl)cc2C(=O)NC1c1ccc([N+](=O)[O-])s1 (centres undefined)
 : 38, -10, -1.0, -3, 27, 1, 45*
O=C(NCc1cccnc1)C1c2ccccc2C(=O)N1C1CCCC1 (centres undefined)
 : -4, 3, 2.3, -2, 11, 2, 12
C=CC(=O)NC1CC2CCC1(C)C2(C)C (centres undefined)
 : -1, nt, -5.6, 0, -14, -1, 4
CC(=O)c1cccc(NC(=O)C(OC(=O)/C=C/c2ccc3c(c2)OCO3)c2ccccc2)c1 (centres undefined)
 : 24, nt, nt, nt, 4, 8, nt
Cn1c(=O)c(C(=O)CSc2nncs2)c(N)n(Cc2ccccc2)c1=O
 : nt, 1, -0.7, 14, nt, nt, 3
Cc1[nH]c2ccccc2c1/C=C/c1nc2ccccc2c(=O)n1-c1ccc([N+](=O)[O-])cc1
 : nt, nt, nt, 0, 3, 11, 2
O=C(Nc1cc(S(=O)(=O)N2CCOCC2)ccc1N1CCOCC1)c1cccs1
 : nt, 0, 3.3, 7, 11, 1, 7

One compound at a time, as listed above. Order of screens: miR122 inh | INS-1E GSIS act | F508del corr | EWS-Fli block | PAX8 inh HTS | FN deposit inh | DENV2 CPE
`COc1ccc(CCNC(=O)CSc2nnc(NC(C)=O)s2)cc1OC` across the screens: nt | 9 | nt | -34 | -10 | 0 | nt
`C/C(=N\NS(=O)(=O)c1ccc(C)cc1)c1ccc(C)o1` across the screens: 9 | 4 | -0.8 | -11 | 5 | 1 | 3
`COC(=O)c1cc2c(N)c(C(=O)c3ccc(Cl)cc3)sc2nc1C(OC)OC` across the screens: nt | -3 | 0.0 | 26 | 10 | 7 | 3

(more compounds)
Results follow in this order: miR122 inh, INS-1E GSIS act, F508del corr, EWS-Fli block, PAX8 inh HTS, FN deposit inh, DENV2 CPE
O=c1[nH]c(CSc2nnc3ccccn23)nc2cc(C(F)(F)F)ccc12
 : nt, 3, 0.6, 8, 9, -3, -4
Cc1nn(C)c(C(=O)NNC(=S)NCc2ccco2)c1Br
 : nt, -37, -1.8, -4, -15, -2, nt
COc1ccc(C(C)=NNc2ccc([N+](=O)[O-])cc2S(=O)(=O)Nc2ccccc2C(=O)O)c(OC)c1
 : -3, -17, -0.6, -11, -9, 10, -1
Cc1noc(C)c1NC(=O)N(C)C[C@@H]1OCCCC[C@H](C)Oc2ccc(NS(=O)(=O)c3cccs3)cc2C(=O)N([C@H](C)CO)C[C@@H]1C
 : 1[16.7 µM], 8, -0.3, -1, 4, nt, -9
COc1nc(C)ccc1-c1noc(-c2ccncc2)n1
 : -2, 13, nt, nt, nt, 4, nt
Cc1cccc(C)c1NC(=O)NC1CCc2ccccc21 (centres undefined)
 : -7, 119*, -2.3, -16, -8, 5, -4
Cc1c(C(=O)NCc2cccnc2)oc2c1C(=O)CC(C)(C)C2
 : -8, 23, nt, nt, nt, 10, nt
COc1cccc(-c2ccccc2[C@H]2[C@@H](CO)N(C(=O)Cc3ccccc3)[C@H]2C#N)c1
 : nt, -21, 1.2, -8, 4, -9, 1
O=C(C[C@H]1CC[C@@H](NS(=O)(=O)c2ccc(F)cc2)[C@@H](CO)O1)N1CCN(c2ccccc2)CC1
 : nt, 17, -0.2, -8, 15, -6, 14
CCc1c(C)nc(SCC(=O)N2CC(C)OC(C)C2)[nH]c1=O (centres undefined)
 : 0, 11, -2.4, -3, -7, -4, 2
CCc1ccccc1NC(=S)N1CCN(c2cccc(OC)c2)CC1
 : 1, nt, 0.5, -13, 14, 0, -2
CCNC(=O)C[C@H]1CC[C@H]2[C@@H](COC[C@H](O)CN2C(=O)c2cc(Cl)cc(Cl)c2)O1
 : 1[16.7 µM], 4, -0.1, nt, nt, 4, 0
CC(CCc1ccccc1)NC(=O)C1CCN(C(=O)c2sccc2-n2cccc2)CC1 (centres undefined)
 : 1, nt, -0.6, -1, 1, -7, nt
COCC(=O)N(C)C[C@H]1Oc2cc(C#CCC(C)C)ccc2S(=O)(=O)N([C@@H](C)CO)C[C@@H]1C
 : 16[16.7 µM], -4, -2.1, -1, nt, -11, -7
COc1ccc(N(C(=O)c2snc(C(N)=O)c2N)C(C(=O)NC2CCCC2)c2cccs2)cc1OC (centres undefined)
 : -11, 1, -2.6, 8, 12, -6, -2
COc1ccc(-n2c(SCC3OCCO3)nc3c(sc(=S)n3-c3ccccc3)c2=O)cc1OC
 : nt, -1, 2.8, 2, 20, nt, 4
C[C@@H]1CCCCO[C@@H](CN(C)C)[C@H](C)CN([C@H](C)CO)C(=O)c2cc(NC(=O)Nc3cccc4ccccc34)ccc2O1
 : -2[16.7 µM], 21, -4.3, -8, 14, nt, -15
CC(C)S(=O)(=O)c1csc(NC(=O)Nc2cc(Cl)ccc2Cl)c1Cl
 : nt, -13, 0.0, 0, -9, -2, -14
Cc1nccn1CCCNC(=O)CC1C(=O)NCCN1Cc1ccc(F)cc1Cl (centres undefined)
 : 7, -3, -2.4, -5, 3, -2, -4
CCO[C@@H]1OC(C(=O)N2CCCC2)=C[C@H](c2ccc(C(F)(F)F)cc2)[C@H]1CCCO
 : nt, nt, 0.1, 3, -8, nt, 4
COc1ccc2c(c1)OC1(C)CC2C(C(=O)c2ccccc2OC)C(=O)N1 (centres undefined)
 : 4, nt, 1.2, -2, 9, 7, 2
CCOC(=O)C(NC(=O)c1ccccc1)(OCc1ccccc1)C(F)(F)F (centres undefined)
 : -9, -15, 0.7, -7, -12, 2, 16
O=C(C1CC1)N1CC(=O)N2[C@H](C1)[C@@H](c1ccc(-c3cccnc3)cc1)[C@@H]2CO
 : nt, 16, -1.7, 10, -7, -3, 4
Cc1ccc(C)c(N2CCN(CCCNC(=O)Cn3c(=O)c4cccn4c4cccnc43)CC2)c1
 : 4, -5, 1.5, nt, 8, -4, -1
COCC(=O)Nc1ccc2c(c1)OC[C@H](C)N(C(=O)c1ccncc1)C[C@@H](C)[C@H](OC)CN(C)C2=O
 : -2[16.7 µM], 17, 0.1, 2, nt, 6, 2
